# Compound activity from PubChem BioAssay.
# Pol iota inh: DNA polymerase iota (human) inhibition | Q9UNA4 | Pol iota fluorescent replication assay, 10 min | Potency, µM (top dose mostly 115 µM), for inactives: at the highest dose activity, negative = inhibition, usual class: inhibitors | hit rate 1% among 390,000 | AID 588590
#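 Pol iota at 10 nM preincubated 15 min with compounds at room temperature; reaction started with fluorescent substrate, 50 nM final. Fluorescence read kinetically at 0 and 10 min; buffer-only wells as negative control.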
# HP1b binding inh: HP1-beta chromodomain-methylated histone interaction inhibition. P83916. hit rate 0.56% among 390,000. Potency, µM (top dose mostly 114 µM), for the others: top-dose activity change, negative = inhibition, hits mostly inhibitors. AlphaScreen HP1-beta / biotin-H3K9me3 peptide binding; also: nearly all actives have a fitted effect of over 70% in size; inactives centre near 23
# Target sequence (P83916 whole entry, looked up): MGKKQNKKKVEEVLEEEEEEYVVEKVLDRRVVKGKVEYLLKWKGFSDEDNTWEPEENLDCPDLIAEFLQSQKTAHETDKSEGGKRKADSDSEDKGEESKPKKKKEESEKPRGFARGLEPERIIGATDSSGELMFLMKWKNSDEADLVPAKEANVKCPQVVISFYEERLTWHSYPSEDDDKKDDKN
#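 AlphaScreen: HP1-beta (50 nM) preformed 30 min with biotin-H3(1-18)K9me3 peptide (50 nM) in PBS pH 7.4, 0.01% Tween-20. Compound added for 30 min at RT, then streptavidin donor/nickel chelate acceptor beads (10 ug/mL) for 30 min.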
# Pin1 inh: blocks the human prolyl isomerase Pin1; Pin1 FP peptide displacement, HiFluor488, 10 min; hit rate 0.009% among 390,000; Q13526; Potency, µM (titrated, usually from 115 µM), inactives show at the highest dose activity, negative = inhibition, actives largely listed as inhibitors; active = well fitted inhibition curve with a large enough effect in the polarisation, with a control signal flat, not every such curve was filed as active; inconclusive = small, poorly fitted or top-dose-only effect, or effect the other way, or a change in a side signal; inactive = no such curve, though single readings can be large or run the other way; the % refers to the polarisation; also: % is scaled to controls: 0 for no effect and ±100 for the full control effect
# Target sequence (Q13526 whole entry, looked up): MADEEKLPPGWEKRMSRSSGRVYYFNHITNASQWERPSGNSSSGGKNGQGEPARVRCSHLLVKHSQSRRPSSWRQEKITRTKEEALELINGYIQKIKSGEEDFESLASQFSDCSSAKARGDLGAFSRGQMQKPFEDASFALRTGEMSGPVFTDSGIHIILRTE
# BAZ2B inh: blocks human BAZ2B. Potency, µM (doses to about 114 µM), inactives show at the highest dose activity change, negative = inhibition, most hits filed as inhibitors. Q9UIF8. hit rate 4.4% among 360,000. AlphaScreen BAZ2B-H3K14Ac peptide displacement; also: % is scaled to controls: 0 for no effect and ±100 for the full control effect; nearly all actives have a fitted effect of over 60% in size
#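 Complex of BAZ2B and biotin-H3K14Ac (50 nM apiece) forms over 30 min at RT, then faces library compounds up to 110 uM for another 30 min; AlphaScreen beads added, 20 min dark incubation, luminescence read.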
# BLM inh: inhibitors of human Bloom syndrome helicase BLM; AID 2528; hit rate 0.2% among 350,000; recombinant BLM DNA unwinding, fluorescence dequenching; Potency, µM (top dose mostly 56.1 µM), for inactives: at the highest dose activity change, negative = inhibition, usual class: inhibitors;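 also: plate controls were vehicle for no effect and no enzyme for full effect; nearly all actives have a fitted effect of over 35% in size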
# PGK inhibitor: blocks T. brucei phosphoglycerate kinase; P07378; PGK/GAPDH coupled, Kinase-Glo luminescence, 60 min; Potency, µM (titrated, usually from 57.5 µM), without a hit: top-dose activity change, negative = inhibition, most hits filed as inhibitors; hit rate 0.043% among 380,000; AID 602233; also: % is scaled to controls: 0 for no effect and ±100 for the full control effect; nearly all actives have a fitted effect of over 60% in size
#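 Luminescent ATP detection (Kinase-Glo Plus) follows a 60-minute room-temperature incubation, with wells lacking PGK as controls. Buffer: 100 mM TEA (pH 7.6), 5 mM MgCl2, 0.01% Tween-20. Coupling enzyme GAPDH (100 nM final) supplies unstable 1,3-BPG in-well.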
# GLS inh: inhibitors of human glutaminase (GLS). hit rate 0.21% among 410,000. GLS enzymatic activity, qHTS titration. AID 624170. O94925. Potency, µM (series often up to 45.5 µM), for the others: top-dose activity change, negative = inhibition, most hits filed as inhibitors; also: % is scaled to controls: 0 for no effect and ±100 for the full control effect
#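 Assay buffer: 45 mM KH2PO4 pH 8.2, 0.02% Tween-20. hKGA acts on L-glutamine (1 mM solution added); product glutamate is reported by an oxidase/peroxidase Amplex Red coupling, with fluorescence taken at baseline and 30 min.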
# JMJD2A Tudor: inhibitors of human JMJD2A Tudor domain. AID 504339. AlphaScreen JMJD2A-Tudor / H3K4me3 peptide binding. Potency, µM (top dose mostly 114 µM), for inactives: at the top dose activity change, negative = inhibition, actives largely listed as inhibitors. hit rate 4.4% among 390,000. O75164; also: % is scaled to controls: 0 for no effect and ±100 for the full control effect; nearly all actives have a fitted effect of over 50% in size
# G9a inh: G9a (human) methyltransferase inhibition; Q96KQ7; G9a H3K9 monomethylation, AlphaScreen, 2 h; Potency, µM (highest dose often 102 µM), for inactives: at the top dose activity, negative = inhibition, hits mostly inhibitors; hit rate 8.8% among 350,000; AID 504332; also: % is scaled to controls: 0 for no effect and ±100 for the full control effect; nearly all actives have a fitted effect of over 75% in size
# Target sequence (Q96KQ7 913-1193 limits assumed): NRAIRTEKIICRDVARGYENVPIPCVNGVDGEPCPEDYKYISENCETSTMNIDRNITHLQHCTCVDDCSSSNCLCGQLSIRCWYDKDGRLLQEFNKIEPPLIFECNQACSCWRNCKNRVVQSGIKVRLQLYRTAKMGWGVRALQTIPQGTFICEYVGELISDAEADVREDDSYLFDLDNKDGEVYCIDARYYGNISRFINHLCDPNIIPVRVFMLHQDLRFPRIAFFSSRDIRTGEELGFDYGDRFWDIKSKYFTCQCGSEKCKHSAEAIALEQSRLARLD
#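 Signal arises when biotinylated H3K9 peptide, once monomethylated, bridges streptavidin donor and antibody-captured acceptor beads. Enzyme at 20 nM was preincubated 15 min with test compounds; peptide 500 nM and SAM 20 uM then reacted for 2 h.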
# * marks the source's active call; other numbers are inactive results; i = inactive; ? = inconclusive; · = no result given; [ ] = dose if it differs, or a comment. Unless noted, calls follow the shape of the dose curve; as a rule, active = well fitted curve in the direction sought with a large enough effect; inconclusive = small, poorly fitted or top-dose-only effect, or another doubt; inactive = no such curve, though single readings can be large; an effect the other way counts as inactive or inconclusive. Potency is read from the fitted curve at half-maximal effect. Not all compounds are listed, so the mix of outcomes need not match the whole.
# Each structure is followed by: Pol iota inh	HP1b binding inh	Pin1 inh	BAZ2B inh	BLM inh	PGK inhibitor	GLS inh	JMJD2A Tudor	G9a inh
C=C(C)CSc1nnc([C@H](CCSC)NC(=O)OC(C)(C)C)o1
  25%	2%	-5%	9%	-3%	15%	0%	-2%	-9%[59 µM]
CCN1C(=O)CC(N2CCN(c3cccc(OC)c3)CC2)C1=O (stereo unspecified)
  90%[activator]	37%	-6%	-14%	-3%	i	-7%	-2%	8%[59 µM]
CC(C)Cc1nc2n[nH]c(N)c2c2c1CCCC2
  -3%	30%	-10%	2%	-2%	-1%	18%	-16%	-3%
Cc1ccc(-n2nnnc2SCC(=O)Nc2c(C)n(C)n(-c3ccccc3)c2=O)cc1
  30%	30%	3%	-36%	-2%	0%	1%	-12%	-5%[12.7 µM]
O=C(CN1CCN(c2cccc(C(F)(F)F)c2)CC1)N(C1CCCC1)C1CCS(=O)(=O)C1 (stereo unspecified)
  13%	26%	-2%	8%	·	-10%	-6%	-10%	26%[12.7 µM]
Clc1cccc(Nc2c3c(nc4ncnn24)CCC3)c1
  22%	48%[activator]	-1%	19%	-1%	4%	6%	-8%	-4%[59 µM]
O=C(NCCCNc1ccc(C(F)(F)F)cc1[N+](=O)[O-])c1ccc(F)cc1
  4%	30%	54%[activator]	-37%	1%	i	-14%	-17%	?
COC(=O)c1cc2occc2n1CC(=O)Nc1ccc(OC)c(OC)c1OC
  13%	23%	6%	10%	-3%	·	2%	-16%	-48%[59 µM]
CC(C)(C)NC(=O)C(c1ccc(F)cc1)N(Cc1ccco1)C(=O)c1csnn1 (stereo unspecified)
  4%	34%	2%	3%	-3%	-3%	-4%	-12%	10%[59 µM]
O=C(COc1ccc(F)cc1)Nc1ccc2nc(SCc3ccccc3)sc2c1
  33%[activator]	10%	1%	-12%	-2%	-8%	-8%	-13%	2%[59 µM]
CCc1ccc(NC(=O)COC(=O)CN2C(=O)COc3ccccc32)cc1
  0%	43%	1%	14%	-8%	-16%	-1%	-6%	9%[59 µM]
CCCn1c(C)cc(C(=O)Cn2nnc3ccccc3c2=O)c1C
  119%[activator]	-5%	5%	-32%	0%	-6%	-19%	-23%	-39%
Cc1ccc(S(=O)(=O)N(c2nc(NC(C)C)nc(NC(C)C)n2)n2cnnc2)cc1
  -7%	14%	-2%	3%	-5%	-7%	0%	-13%	10%[59 µM]
NC(=S)N/N=C1\CCSc2ccc(Cl)cc21
  31%[activator]	7%	1%	-1%	-1%	i	8%	-15%	?
O=S(=O)(Nc1ccc(O)c2ccccc12)c1ccc(F)cc1
  ?	?	-3%	·	·	i	23%	50µM*	·
COc1ccc(CN2C(=O)C(NC(=O)c3ccccc3OC)(C(F)(F)F)N=C2c2ccccc2)cc1 (stereo unspecified)
  11%	30%	22%	-19%	-10%	3%	-2%	-14%	6%[59 µM]
COc1ccc(CN2CCCN(CC(=O)Nc3ccc(Br)cc3F)S2(=O)=O)cc1
  7%	34%	-6%	-9%	-10%	-3%	1%	12%	0%[12.7 µM]
C/C(=N\OCC(=O)Nc1ccc(F)c(F)c1F)c1cc2ccccc2o1
  86%[activator]	79%[activator]	7%	3%	-3%	i	-3%	22%	13%[59 µM]
CCOc1ccc2[nH]c(=O)c(C(c3nnnn3C3CCCCC3)N3CCN(C)CC3)cc2c1 (stereo unspecified)
  18%	31%	0%	3%	0%	-5%	-9%	-8%	?
COC(=O)c1ccc(Cn2c(O)c(N=NC(N)=S)c3ccccc32)o1
  32µM*	-5%	?	?	-12%	-10%	-2%	?	·
CC(=O)Nc1ccc(S(=O)(=O)NCc2ccc(C(=O)NCCCN3CCC(C)CC3)cc2)cc1
  23%	27%	2%	-6%	1%	-12%	-9%	-8%	11%
CCN(CC)CCN(C(=O)c1ccc(S(=O)(=O)N(CC)c2ccccc2)cc1)c1nc2c(OC)ccc(OC)c2s1
  31%[activator]	-22%	-6%	7%	-7%	-4%	8%	?	98%[activator]
CCc1ccc(N2CN(CCc3ccccc3)CNC2=S)cc1
  23%	42%[activator]	-8%	-5%	2%	-14%	-7%	-2%	-5%
CCN(C(=O)c1coc(=O)c2ccccc12)c1ccccc1C
  0%	34%	3%	-15%	4%	1%	-2%	-10%	-22%[59 µM]
C=CCn1c(SCc2nc3sc(C(=O)O)c(C)c3c(=O)[nH]2)nnc1-c1ccc(F)cc1
  -11%	23%	19%	-18%	-7%	-8%	1%	-16%	27%[12.7 µM]
CCN(CC)C(=O)COc1ccc(/C(C)=N/Nc2ncc(Cl)cc2Cl)cc1
  -12%	20%	-11%	-7%	-1%	-2%	-5%	-22%	·
COc1ccc2c(-c3ccccc3)cc(SCC(=O)NC(N)=O)nc2c1
  13%	24%	4%	·	0%	-8%	-11%	-12%	13%
CCNC(=O)N(C)C[C@H]1N[C@@](CC)(C(=O)OC)[C@H]2C(=O)N(C)C(=O)[C@@H]12
  7%	45%[activator]	0%	·	·	i	-2%	-20%	·
O=C(Cc1ccc(Cl)cc1)N/N=C/c1cccs1
  2%	10%	3%	-1%	-7%	·	-1%	-18%	·
O=C(Cn1nc(CNc2ccc(Cl)cc2)[n+]2c1CCCCC2)c1ccc(Cl)cc1
  151%[activator]	11%	13%	?	-3%	-9%	?	45µM*	?
COc1cc(/C=C/C(=O)O)cc(S(=O)(=O)Nc2ccccc2C(=O)NCc2ccco2)c1OC
  ?	26%	-2%	·	·	-1%	?	-16%	·
CC(=O)Nc1ccc(NC(=O)C2CCC(N3C(=O)C4C5C=CC(C6CC56)C4C3=O)CC2)cc1 (stereo unspecified)
  2%	31%	2%	-12%[57.1 µM]	-5%	-7%	0%	-1%	-3%
COc1ccc(-c2nc3c(n2O)CCCC3=O)cc1OC
  -5%	15%	1%	1%	0%	-5%	1%	19%	-9%[59 µM]
Cc1cc(NC(=O)CCCn2nc([N+](=O)[O-])c(Cl)c2C)no1
  2%	25%	1%	-17%	-2%	-8%	-1%	-8%	-10%
N#CCOc1nc(N2CCCC2)nc(N2CCCC2)n1
  25%	26%	-3%	-20%	-4%	-4%	5%	-13%	9%
Cc1nc2ccccc2n1CC(O)COC1CCCCC1 (stereo unspecified)
  24%	28%	0%	5%	4%	-3%	1%	-14%	14%[59 µM]
O=C(Nc1ccccc1N1CCN(C(=O)c2ccc(Cl)cc2)CC1)c1ccc(Br)cc1
  -13%	-6%	14%	5%	-6%	-1%	0%	-1%	-12%[12.7 µM]
COc1ccc(-n2nc(C(=O)NCC(=O)N3CCCC3)c3ccccc3c2=O)cc1Cl
  -7%	-19%	-2%	1%	-4%	-2%	-2%	-20%	19%
Nc1ccccc1-c1ccc(Cl)cc1
  8%	26%	2%	·	·	-10%	-7%	7%	·
CCOC(=O)N1c2ccccc2Sc2ccccc21
  -14%	50%[activator]	-3%	38%	-5%	-8%	-1%	17%	63%[activator]
Cc1ccc(C)c(NC(=O)CCCCCCCCCCC2COCCO2)c1 (stereo unspecified)
  2%	26%	3%	1%	-2%	-9%	4%	-2%[57.1 µM]	25%[59 µM]
O=C(NCc1ccco1)c1cccc(Nc2nc3ccc(Br)cc3[nH]2)c1
  -14%	12%	0%	-28%	-11%	i	9%	?	?
CC(C)CC(=O)N1CCN(C(=O)c2ccc(F)cc2)CC1
  6%	39%[activator]	7%	-4%	3%	-1%	5%	-10%	·
Cc1cccc(NC(=O)c2cnc3scc(C)n3c2=O)c1
  -6%	55%[activator]	-2%	2%	3%	-3%	-12%	-23%	11%[59 µM]
CC[C@@]1(C(=O)OC)N[C@H](CN(C)C(=O)c2ccccc2)[C@@H]2C(=O)N(C)C(=O)[C@@H]21
  4%	21%	-3%	·	·	i	4%	-22%	·
O=C1c2ccccc2NC(c2ccccc2O)N1c1ccc(F)cc1 (stereo unspecified)
  0%	28%	-5%	6%	-2%	4%	4%	2%	-13%

# Random excerpt: 7 entries already listed
# Each structure is followed by: Pol iota inh	HP1b binding inh	Pin1 inh	BAZ2B inh	BLM inh	PGK inhibitor	GLS inh	JMJD2A Tudor	G9a inh
Cc1nc2ccccc2n1CC(O)COC1CCCCC1 (stereo unspecified)
  24%	28%	0%	5%	4%	-3%	1%	-14%	14%[59 µM]
O=C1c2ccccc2NC(c2ccccc2O)N1c1ccc(F)cc1 (stereo unspecified)
  0%	28%	-5%	6%	-2%	4%	4%	2%	-13%
COc1ccc(-n2nc(C(=O)NCC(=O)N3CCCC3)c3ccccc3c2=O)cc1Cl
  -7%	-19%	-2%	1%	-4%	-2%	-2%	-20%	19%
Cc1cc(NC(=O)CCCn2nc([N+](=O)[O-])c(Cl)c2C)no1
  2%	25%	1%	-17%	-2%	-8%	-1%	-8%	-10%
CC(=O)Nc1ccc(NC(=O)C2CCC(N3C(=O)C4C5C=CC(C6CC56)C4C3=O)CC2)cc1 (stereo unspecified)
  2%	31%	2%	-12%[57.1 µM]	-5%	-7%	0%	-1%	-3%
CC(C)CC(=O)N1CCN(C(=O)c2ccc(F)cc2)CC1
  6%	39%[activator]	7%	-4%	3%	-1%	5%	-10%	·
CCOC(=O)N1c2ccccc2Sc2ccccc21
  -14%	50%[activator]	-3%	38%	-5%	-8%	-1%	17%	63%[activator]
